S100A4 MyoIIA – S100A4-myosin IIA interaction inhibition | P26447 | AID 652163 | 0.14% of 360,000 active | inhibition, % at 10.7 µM | S100A4/TAMRA-MyoIIA peptide fluorescence polarization;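 active means mean inhibition of at least 70% across replicates, with every replicate also reaching that level; inconclusive means mean inhibition reaches 70% but some replicates fall short; inactive means mean inhibition below 70%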
Target sequence (P26447 whole entry, looked up): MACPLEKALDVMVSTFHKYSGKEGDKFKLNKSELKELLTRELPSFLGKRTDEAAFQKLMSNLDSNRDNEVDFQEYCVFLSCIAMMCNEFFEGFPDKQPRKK
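Test system: S100A4 monomer protein; Medium: HEPES pH 7.2 with CaCl2, KCl, NaCl, DTT, Triton; Probe or stimulus: TAMRA-labelled myosin IIA heavy-chain peptide probe, 5 nM; Doses: one dose per compound; Times: polarization read 5 min after assay mix addition, stable 5–60 min; Benchmarks: neutral control DMSO, positive control TFP.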
Statin myotox sup – suppression of simvastatin myotoxicity. 0.78% of 330,000 active. C2C12 myotubes + simvastatin, ATP luminescence, 48 h; scaled: DMSO 0, geranylgeraniol control 100. AID 602340. rescue of ATP level, % at 7.49 µM;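 active means mean ATP rescue above about 67%, or every replicate alone reaching that limit, limit read from the data, passing the limit was not always enough; inconclusive means no clear call, values can overlap the other calls; inactive means mean under the limit and some replicate under it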;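 further: myotubes were challenged with 10 µM simvastatin during compound exposure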
SIRT5 block – blocks human SIRT5 desuccinylation of peptide. Q9NXA8. inhibition, % at 15 µM. Purified SirT5, succinyl-peptide AMC, trypsin-coupled fluorescence. 1.1% of 330,000 active; in the data active means inhibition above about 15%; inconclusive means no clear call, values can overlap the other calls
Target sequence (Q9NXA8 whole entry, looked up): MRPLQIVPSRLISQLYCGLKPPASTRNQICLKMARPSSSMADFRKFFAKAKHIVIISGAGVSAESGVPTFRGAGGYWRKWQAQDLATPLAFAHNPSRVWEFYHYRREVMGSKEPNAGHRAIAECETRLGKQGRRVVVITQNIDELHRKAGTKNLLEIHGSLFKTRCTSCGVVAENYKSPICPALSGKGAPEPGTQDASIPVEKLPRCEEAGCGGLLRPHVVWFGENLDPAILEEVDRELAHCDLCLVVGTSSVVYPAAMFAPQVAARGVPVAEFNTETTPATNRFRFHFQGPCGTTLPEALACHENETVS
ERp5 inh – ERp5 (human) disulfide isomerase inhibition; Q15084; ERp5 insulin aggregation, absorbance 650 nm, 90 min; inhibition, % at 9.99 µM; 0.05% of 350,000 active;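 active means mean replicate inhibition above about 25%, with every replicate also reaching it, limit read from the data, passing the limit was not always enough; inconclusive means only one of those two criteria met; inactive means neither criterion met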
E-selectin induc – induces E-selectin expression in human endothelial cells; HUVEC E-selectin immunofluorescence imaging; normalized: neutral wells 0, TNF-alpha wells 100; 0.37% of 260,000 active; activation, % at 7.58 µM; P16581;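 active means mean E-selectin-positive cell signal at least 10% of the positive control, reached in at least 60% of replicates, without over 20% cell loss; inconclusive means no rule given, readout overlaps actives, possibly toxicity-flagged; inactive means the rest, including those meeting only one limit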;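 further: in these data hits start at about 27%; measured in HUVEC primary endothelial cells; signal is the percent of cells scored E-selectin positive by PE staining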
Target sequence (P16581 whole entry, looked up): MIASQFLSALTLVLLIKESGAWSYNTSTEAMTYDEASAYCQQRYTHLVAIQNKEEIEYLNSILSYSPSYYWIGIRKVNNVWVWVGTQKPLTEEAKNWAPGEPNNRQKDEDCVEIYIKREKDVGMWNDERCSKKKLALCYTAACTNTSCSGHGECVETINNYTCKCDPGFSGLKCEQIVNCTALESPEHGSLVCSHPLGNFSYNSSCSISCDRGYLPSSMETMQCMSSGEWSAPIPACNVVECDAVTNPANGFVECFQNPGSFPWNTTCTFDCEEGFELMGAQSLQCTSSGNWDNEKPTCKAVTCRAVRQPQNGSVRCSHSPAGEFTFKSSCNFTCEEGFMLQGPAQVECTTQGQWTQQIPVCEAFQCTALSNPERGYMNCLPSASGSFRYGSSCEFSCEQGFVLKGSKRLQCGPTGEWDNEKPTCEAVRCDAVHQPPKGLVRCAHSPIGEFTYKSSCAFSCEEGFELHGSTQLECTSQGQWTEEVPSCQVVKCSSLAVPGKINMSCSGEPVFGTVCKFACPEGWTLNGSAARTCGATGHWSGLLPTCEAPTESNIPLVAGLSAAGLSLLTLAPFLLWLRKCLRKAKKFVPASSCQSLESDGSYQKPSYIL
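assay system = HUVEC, human umbilical vein endothelial cells | input = 3,000 HUVEC seeded per well | medium = EGM-2 growth medium on 0.1% gelatin-coated wells | dosing = one compound dose added by pin transfer | signal = immunofluorescence imaging | read-out basis = % PE-positive cells | control set = TNF-alpha, DMSO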
PglD inh – inhibitors of Campylobacter jejuni PglD acetyltransferase. purified PglD enzyme, DTNB colorimetric CoA detection. AID 602405. 0.098% of 360,000 active. inhibition, % at 12.5 µM; in the data active means inhibition above about 16%, passing the limit was not always enough; inconclusive means no clear call, values can overlap the other calls; further: strong numbers were not always called active
DENV2 CPE – protects cells from dengue virus 2 cytopathic effect. DENV2-infected cells, cytopathic effect rescue, plate reader. CPE inhibition, % at 9.99 µM. 1.7% of 350,000 active. AID 651640; in the data active means CPE inhibition above about 20%, passing the limit was not always enough; inconclusive means no clear call, values can overlap the other calls; tested in BHK-21 cells;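 further: 0% = median of neutral control wells and 100% = median of positive control wells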
Active calls of the source: *; ? = inconclusive; . = no result given.

SMILES	S100A4 MyoIIA	Statin myotox sup	SIRT5 block	ERp5 inh	E-selectin induc	PglD inh	DENV2 CPE
C[C@@H]1CCCCO[C@@H](CN(C)CC2CCCCC2)[C@H](C)CN([C@H](C)CO)C(=O)c2cc(NS(=O)(=O)c3ccccc3)ccc2O1	0	-244	-3	0	-0.1	0	14
COc1ccc(C)cc1NC(=O)CSc1nnc2ccc(-c3cccnc3)nn12	5	4	0	-4	.	6	4
Cc1n[nH]c2ccccc2c1=O	0	-1	4	2	-0.2	2	10
CN(C)CC(=O)Nc1ccc2c(c1)[C@@H]1C[C@H](CC(=O)N(C)C)O[C@H](CO)[C@@H]1O2	9	1	-3	14	0.1	0	0
O=S1(=O)CC(O)C(N(CCO)C(=S)Nc2ccccc2)C1 (stereo not drawn)	-3	9	-1	3	0.1	-1	-4
C#CCNC(=O)C[C@H]1C[C@@]2(C(=O)OC)C(=C[C@H](C(C)(C)C)O[C@@H]2C)N(Cc2ccccc2)C1=O	-2	.	.	9	0.1	.	4
Cc1ccnc2nc(C(=O)OCC(=O)NCc3cccc(Cl)c3)nn12	6	8	-1	-3	-0.7	5	9
O=[N+]([O-])c1ccc(OCCn2cncn2)cc1	-3	12	-1	0	0.4	.	-1
CCCn1nnnc1NCc1ccc(C(C)C)cc1	-4	9	-2	-7	0.0	7	1
CCN(CC)CCN(C(=O)CCOc1ccccc1)c1nc2c(F)cc(F)cc2s1	2	1	1	-1	0.4	-10	-2

In the list so far, these have nitrogen in an aromatic ring:
SMILES	S100A4 MyoIIA	Statin myotox sup	SIRT5 block	ERp5 inh	E-selectin induc	PglD inh	DENV2 CPE
COc1ccc(C)cc1NC(=O)CSc1nnc2ccc(-c3cccnc3)nn12	5	4	0	-4	.	6	4
Cc1n[nH]c2ccccc2c1=O	0	-1	4	2	-0.2	2	10
Cc1ccnc2nc(C(=O)OCC(=O)NCc3cccc(Cl)c3)nn12	6	8	-1	-3	-0.7	5	9
O=[N+]([O-])c1ccc(OCCn2cncn2)cc1	-3	12	-1	0	0.4	.	-1
CCCn1nnnc1NCc1ccc(C(C)C)cc1	-4	9	-2	-7	0.0	7	1
CCN(CC)CCN(C(=O)CCOc1ccccc1)c1nc2c(F)cc(F)cc2s1	2	1	1	-1	0.4	-10	-2

More results:
SMILES	S100A4 MyoIIA	Statin myotox sup	SIRT5 block	ERp5 inh	E-selectin induc	PglD inh	DENV2 CPE
CC(OC(=O)CCc1nc2ccccc2c(=O)[nH]1)C(=O)Nc1ccc2c(c1)OCO2 (stereo not drawn)	-2	-3	-3	5	.	-3	-4
O=C(CSc1cccc[n+]1[O-])Nc1ccc2c(c1)OCO2	-4	.	-4	12	.	.	-3
COC(=O)c1ccc(COc2ccccc2/C=N/Nc2cccc(C(=O)O)c2)cc1	3	.	7	0	.	.	3
CN1/C(=C\C(=O)C[n+]2cccc(C(N)=O)c2)C(C)(C)c2ccccc21	-4	0	4	-2	.	-2	16
O=C(C[C@@H]1CC[C@H]2NC[C@@H](O)COC[C@@H]2O1)NCCN1CCCC1	13	.	-2	-5	1.8	.	17
C[C@H]1CCCCO[C@H](CN(C)C(=O)Nc2ccc3c(c2)OCO3)[C@@H](C)CN([C@@H](C)CO)C(=O)c2cc(NC(=O)Nc3ccc(C(F)(F)F)cc3)ccc2O1	-10	.	2	-5	0.2	-2	?
C[C@H]1CCCCO[C@H](CN(C)C(=O)CCC(F)(F)F)[C@@H](C)CN([C@@H](C)CO)C(=O)c2cc(NS(C)(=O)=O)ccc2O1	2	-14	7	-2	0.0	1	-1
CCSc1ccc(-c2ccco2)nn1	1	.	-6	3	3.0	.	-3
CC(C)(C)OC(=O)CC[C@]12N=C(c3ccc(OCCCO)cc3)O[C@H]1c1ccccc1CN(C(=O)c1ccccc1)C2=O	-9	.	8	-8	.	0	10
Cc1ccc(CN(CC(=O)NCc2ccccn2)S(=O)(=O)c2ccccc2)cc1	-8	1	-2	4	.	0	-3
CNC[C@@H]1Oc2c(NC(=O)Nc3ccc(OC)cc3)cccc2C(=O)N([C@H](C)CO)C[C@@H]1C	4	40	8	1	-0.1	-2	1
Cc1cc(N2CCCC2=O)ccc1S(=O)(=O)NC1CCCCC1	52	-11	-3	3	.	-1	-3
O=C(NC1CCCc2ccccc21)c1ccc(CNc2c(N3CCOCC3)c(=O)c2=O)cc1 (stereo not drawn)	-2	-6	0	1	-0.4	1	-4
CC(C)(C)c1ccc(C(=O)NCC(=O)O)cc1	-2	.	0	-5	1.4	.	.
O=C(CCS(=O)(=O)c1ccccc1)Nc1nc2c(s1)COc1ccccc1-2	-2	-10	1	6	.	4	-12
CO[C@H]1CN(C)C(=O)c2cc(NC(=O)c3ccccc3)ccc2OC[C@@H](C)N(C)C[C@@H]1C	45	-6	7	2	-0.2	4	-8
OC(c1ccccc1)c1nc(-c2cc(F)cc(F)c2)cs1 (stereo not drawn)	-6	3	-5	3	1.7	-2	-16
CCOc1cc(/C=C(\C#N)C(=O)Nc2cccc(C(=O)O)c2)ccc1OCc1ccc(Br)cc1	-10	.	2	5	-0.4	1	1
COc1ccccc1NC(=O)Cn1cnc2c(oc3ccccc32)c1=O	23	.	2	-3	0.3	-3	?
Cn1ccc2c(N(c3ccccc3)C3CCCCC3)cc3c(c21)C1CCC3O1 (stereo not drawn)	-4	1	0	6	-1.6	-3	-1
C[C@@H]1CN([C@H](C)CO)C(=O)Cc2cc(NC(=O)CCN3CCOCC3)ccc2O[C@@H]1CN(C)C(=O)Nc1ccc(F)cc1	5	-13	-4	-1	0.1	2	-3
COc1ccc(N(CCCN2C(=O)c3cccc4cccc(c34)C2=O)C(=O)c2ccncc2)cc1	5	.	0	-4	.	.	6
C[C@@H]1CN([C@@H](C)CO)C(=O)c2cc(NS(=O)(=O)c3ccccc3)ccc2O[C@@H]1CN(C)Cc1ccccc1	-11	9	2	-2	-0.2	2	-6
CCS(=O)(=O)N1CC(=O)N2[C@H](CO)[C@@H](c3ccc(C#CCC(C)C)cc3)[C@H]2C1	-6	.	-3	5	0.0	.	-5
C[C@@H]1CN([C@H](C)CO)C(=O)c2cc(NC(=O)C3CC3)ccc2O[C@@H]1CN(C)Cc1ccc(C(=O)O)cc1	-4	23	11	-3	0.1	-3	5
CC1CCN(C(=O)COC(=O)c2n[nH]c(=O)c3ccccc23)CC1	0	-7	-2	3	4.7	2	1
COc1ccc(NC(=O)c2cc(-c3cc(F)ccc3OC)n[nH]2)cc1OC	-3	1	.	5	-0.1	-5	3
O=C(N[C@@H]1CC[C@H](CCNC(=O)C2CC2)O[C@@H]1CO)c1ccncc1	-3	1	6	-2	0.7	-1	16
O=C(Nc1ccc(Cl)cn1)c1cc2c(s1)-c1ccccc1OC2	1	-9	-5	3	-0.3	3	6
COc1ccc2nc(N(CCN(C)C)C(=O)c3ccc4c(c3)OCCO4)sc2c1	-4	0	0	2	0.8	-1	0
N#C/C(=C\Nc1ccc(F)c(Cl)c1)S(=O)(=O)c1ccccn1	-5	.	.	-4	0.5	6	11
O=C(c1cc(-c2ccncc2)nc2ccccc12)N1CCCC(C(F)(F)F)C1 (stereo not drawn)	7	-16	.	3	0.4	6	5
CC(C)(C)OC(=O)C[C@@H]1C/C=C\C[C@H](CC(=O)NCCO)C(=O)N2CCC[C@@H]2COC1=O	-6	7	-5	2	0.0	-3	2
COC(=O)CCC(=O)OC1(C)C(=O)C=C2C=C(C3CC3)N(C3CCCC3)C=C2C1=O (stereo not drawn)	13	11	.	-1	-0.2	5	.
Cc1cc(C)c(N(CC(=O)NCc2ccccc2)C(=O)c2csnn2)c(C)c1	-13	36	1	3	.	-110	-1
CN(C)c1ccc(P(=O)(CC(=O)N/N=C/c2ccc(C#N)cc2)OCCCl)cc1 (stereo not drawn)	-5	.	-1	0	2.2	.	.
CC(=O)N1CCCCN2[C@H](CO)[C@H](c3ccc(-c4ccncc4)cc3)[C@@H]2C1	-3	-1	0	1	0.3	-1	-6
COc1cc(SC)ccc1C(=O)NC(C)C	-6	.	-3	0	-0.1	12	-3
CN(CC(=O)Nc1cccc(F)c1)C(=O)c1cccc(S(=O)(=O)N2CCN(Cc3ccccc3)CC2)c1	-6	-11	0	-2	-0.1	-2	8
Cc1ccc(NC(=O)Cn2ccnc2)cc1C	7	-2	-1	-3	.	7	5
Cc1cc(-c2nc(C)c(C(=O)NNS(=O)(=O)c3ccccc3)s2)no1	0	.	0	0	0.7	-3	13
O=S(=O)(c1ccc2ccccc2c1)N1CCN(Cc2cccc(OCCO)c2)CC1	1	.	.	3	.	2	-11
COc1cccc(NC(=O)N2C[C@@H](O)COC[C@@H]3O[C@@H](CC(=O)NC4CCC4)CC[C@H]32)c1	2	-7	-1	2	0.0	7	?
C[C@@H]1CCCCO[C@@H](CN(C)C(=O)CCC(F)(F)F)[C@@H](C)CN([C@@H](C)CO)C(=O)c2cc(NC(=O)C3CCCCC3)ccc2O1	12	.	2	-2	-0.3	-2	0
O=C(N/N=C\c1ccccc1F)c1ccc(-c2ccccc2)cc1	1	11	0	3	0.2	-5	7
COC(=O)C1CCN(C(=O)c2ccc(Cl)c(S(=O)(=O)NCc3ccco3)c2)CC1	0	4	-3	-2	-0.3	8	14
COC(=O)c1ccc(Cn2cnc3c(N)ncnc32)cc1	2	-4	2	2	0.3	0	2
COc1ccc(N(C)S(=O)(=O)c2ccc3c(c2)CC(C)N3C(=O)C2CC2)c(OC)c1 (stereo not drawn)	26	-3	-2	2	.	4	9
COCCNC(=O)C1(C)CCCN(C(=O)Cc2ccc3ccccc3c2)C1 (stereo not drawn)	-5	0	-1	4	0.0	2	-13
Cc1cc(C)cc(NC(=O)CSc2nc(N)c(NC(=O)c3ccc(Br)o3)c(=O)[nH]2)c1	0	1	0	0	-0.3	0	-9

Rewritten field by field: part of the list above
O=S(=O)(c1ccc2ccccc2c1)N1CCN(Cc2cccc(OCCO)c2)CC1
  S100A4 MyoIIA: 1 | Statin myotox sup: . | SIRT5 block: . | ERp5 inh: 3 | E-selectin induc: . | PglD inh: 2 | DENV2 CPE: -11
COc1cccc(NC(=O)N2C[C@@H](O)COC[C@@H]3O[C@@H](CC(=O)NC4CCC4)CC[C@H]32)c1
  S100A4 MyoIIA: 2 | Statin myotox sup: -7 | SIRT5 block: -1 | ERp5 inh: 2 | E-selectin induc: 0.0 | PglD inh: 7 | DENV2 CPE: ?
C[C@@H]1CCCCO[C@@H](CN(C)C(=O)CCC(F)(F)F)[C@@H](C)CN([C@@H](C)CO)C(=O)c2cc(NC(=O)C3CCCCC3)ccc2O1
  S100A4 MyoIIA: 12 | Statin myotox sup: . | SIRT5 block: 2 | ERp5 inh: -2 | E-selectin induc: -0.3 | PglD inh: -2 | DENV2 CPE: 0

Later entries:
SMILES	S100A4 MyoIIA	Statin myotox sup	SIRT5 block	ERp5 inh	E-selectin induc	PglD inh	DENV2 CPE
C[C@@H]1CN([C@H](C)CO)C(=O)c2cc(-c3ccc(C#N)cc3)cnc2O[C@@H]1CN(C)CC1CCCC1	-9	41	-1	6	-3.5	-2	5
Cc1noc(C)c1S(=O)(=O)Nc1ccc2c(c1)CC(=O)N([C@H](C)CO)C[C@H](C)[C@@H](CN(C)C)O2	-5	-18	0	-4	0.6	2	-1
C[C@@H]1CN([C@@H](C)CO)C(=O)c2cc(NC(=O)Nc3ccccc3)ccc2O[C@@H]1CN(C)Cc1ccncc1	-7	-17	0	-8	-0.4	-1	-1
CC(=O)Nc1cc(-c2ccccc2CN(C)C)cn2c(-c3ccc(F)c(Cl)c3)cnc12	-12	-8	1	-4	0.3	0	-1

Only part of the results is shown; rates above refer to the full screens.
